Source: PubChem BioAssay
OXTR potentiator: potentiators of human oxytocin receptor; activation, % at 3 µM; CHO-OTR cells, Fluo-8 calcium fluorescence, potentiator mode; 0% = oxytocin EC15, 100% = EC100; P30559; 320,000 compounds, 0.061% hits;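 active = activation above that plate's cutoff, the mean activation of tested compounds plus 3 SD, cut at about 6.6% in these data, passing the limit was not always enough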;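 note: 100% uses oxytocin at 75 nM as the full agonist control; some results filed as inactive read as strong as hits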
Target sequence (P30559 whole entry, looked up): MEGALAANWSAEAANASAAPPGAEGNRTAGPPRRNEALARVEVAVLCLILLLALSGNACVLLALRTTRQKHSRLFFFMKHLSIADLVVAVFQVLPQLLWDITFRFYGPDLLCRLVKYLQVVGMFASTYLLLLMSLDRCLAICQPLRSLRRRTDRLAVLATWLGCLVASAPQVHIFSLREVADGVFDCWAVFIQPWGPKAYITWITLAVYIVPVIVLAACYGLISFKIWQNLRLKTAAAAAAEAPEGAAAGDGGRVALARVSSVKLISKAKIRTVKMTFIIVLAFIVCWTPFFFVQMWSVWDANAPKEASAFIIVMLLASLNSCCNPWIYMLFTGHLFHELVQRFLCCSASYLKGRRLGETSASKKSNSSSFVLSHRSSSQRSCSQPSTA
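System: human OTR in CHO cells / Also added: sub-maximal oxytocin, roughly EC15 / Control set: EC15 oxytocin low, 75 nM oxytocin high / Schedule: 6 min compound pre-incubation at room temperature, 100 s kinetic read / Compound: single-point 3.0 µM / Replication: singlicate / Technique: Fluo-8 calcium dye fluorescence / Read-out basis: % activation of max/min ratio relative to oxytocin controls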
OXTR ag: activates the human oxytocin receptor | CHO-OTR cells, Fluo-8 calcium fluorescence; normalized: DMSO 0%, oxytocin 100% | activation, % at 3 µM | 320,000 compounds, 0.32% hits | AID 2435;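 active = activation above the mean of all tested compounds plus 3 SD, cutoff set per screening run, cut at about 20% in these data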;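 note: peak over basal fluorescence ratio from a 100 s FLIPR kinetic read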
CHO parental Ca: signal in parental CHO cells, OX1R antagonist counter-screen; parental CHO-K1, ATP-induced calcium, Fluo-8 fluorescence; 330,000 compounds, 0.63% hits; inhibition, % at 5.6 µM; AID 463079;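 active = inhibition above that plate's mean sample inhibition plus 3 SD, cut at about 26% in these data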;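 note: 0% = ATP-challenged DMSO wells and 100% = DMSO wells without ATP; some compounds past the cut are filed as inactive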
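Material: parental CHO cells / Compound: single nominal dose of 5.6 µM per compound / Signal: Fluo-8 fluorescence / Replicates: singlicate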
CHRM1 PAM: human CHRM1 positive allosteric modulation; P11229; CHO-K1 hM1, Fluo-8 calcium fluorescence, ACh EC20; 0% = ACh EC20, 100% = maximal ACh; activation, % at 3 µM; 360,000 compounds, 0.088% hits; AID 588819; in the data active = activation above about 19%, passing the limit was not always enough
M1 antag: human CHRM1 antagonism; inhibition, % at 3 µM; 360,000 compounds, 1.3% hits; CHO-K1 hM1, Fluo-8 calcium fluorescence, ACh EC80 antagonist; AID 588852;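 active = percent inhibition above its own plate's cutoff, namely the mean of that plate's compound wells plus 3 SD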;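 note: peak over basal fluorescence ratio during 140 s after agonist addition; 0% = ACh EC80 plus DMSO and 100% = DMSO alone without agonist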
TAAR1 antag: human TAAR1 antagonism | Q96RJ0 | 360,000 compounds, 1.5% hits | inhibition, % at 3 µM | CHO RD-HGA16 TAAR1, Fluo-8 calcium fluorescence, antagonist;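 active = inhibition above a per-plate cutoff, the mean inhibition of test compounds on that plate plus 3 SD, cut at about 49% in these data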;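 note: 0% = DMSO plus EC80 beta-PEA response and 100% = DMSO alone without agonist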
Target sequence (Q96RJ0 whole entry, looked up): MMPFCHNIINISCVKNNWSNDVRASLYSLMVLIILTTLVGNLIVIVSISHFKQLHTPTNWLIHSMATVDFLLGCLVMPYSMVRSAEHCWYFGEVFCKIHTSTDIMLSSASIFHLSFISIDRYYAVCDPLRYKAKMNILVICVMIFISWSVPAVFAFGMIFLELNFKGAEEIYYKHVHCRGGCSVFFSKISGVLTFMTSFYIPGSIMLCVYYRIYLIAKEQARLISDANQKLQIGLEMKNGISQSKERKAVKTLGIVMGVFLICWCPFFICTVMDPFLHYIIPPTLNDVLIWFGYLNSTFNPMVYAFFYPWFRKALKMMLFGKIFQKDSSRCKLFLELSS
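Test system: hTAAR1-expressing CHO RD-HGA16 cells, Gα16-coupled; Probe or stimulus: EC80 β-phenethylamine stimulus; Compound dosing: single nominal final test compound concentration of 3 µM; Timing: 140 s kinetic read after compound, 140 s after agonist; Signal: Fluo-8 calcium-sensitive fluorescence; Measure: % inhibition of agonist calcium response; Controls: DMSO and EC80 PEA controls.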
TAAR1 ag: human TAAR1 agonism; CHO RD-HGA16 TAAR1, Fluo-8 calcium fluorescence; vehicle wells 0%, saturating PEA agonist 100%; activation, % at 3 µM; 360,000 compounds, 0.99% hits; Q96RJ0;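 active = activation above the mean activation of all test compounds in the run plus 3 SD, cut at about 38% in these data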
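System: CHO-derived RD-HGA16 cells with stable Gα16 and human TAAR1 / Times: 17-24 h plating, Fluo-8 75 min 37 °C, 30 min RT / Technique: calcium-sensitive Fluo-8 signal, excitation 470-495, emission 515-575 nm / Measure: % activation relative to PEA EC100 response / Benchmarks: DMSO and PEA EC100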
M1 ag: agonists of human M1 muscarinic receptor | P11229 | CHO-K1 hM1, Fluo-8 calcium fluorescence, agonist mode; 0% DMSO, 100% acetylcholine EC100 | activation, % at 3 µM | 360,000 compounds, 0.33% hits | AID 588814;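 active = activation above the run's mean compound activation plus 3 SD, cut at about 16% in these data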;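 note: peak over basal fluorescence ratio within a 140 s kinetic read after compound addition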
V1R ag counter: V1a receptor agonism, counter-screen for OXTR agonists; P37288; CHO-V1R cells, Fluo-8 calcium fluorescence, agonist mode; 0% DMSO, 100% 3 nM vasopressin; activation, % at 3 µM; 320,000 compounds, 0.25% hits; AID 2797;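 active = activation above the mean activation of all tested compounds plus 3 SD, per screening run, cut at about 20% in these data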;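 note: signal is peak over basal fluorescence ratio across a 100 second FLIPR read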
* hit, by the source's call; x = not tested or not shown.

SMILES	OXTR potentiator	OXTR ag	CHO parental Ca	CHRM1 PAM	M1 antag	TAAR1 antag	TAAR1 ag	M1 ag	V1R ag counter
Fc1cccc(Nc2ncnc3[nH]ncc23)c1	1	0.2	-1	2	-2	-3	4	-4	0.0
C=CCCCCCCCCc1nc(SCC(C)=O)n[nH]1	-5	-0.7	2	5	-14	22	-1	-4	-0.6
Cc1ccc(CNC(=O)CSc2nc(=O)n3ccccc3n2)cc1	0	0.0	-13	-2	-6	x	x	-3	0.5
CCn1c(COc2ccccc2)nnc1SCc1ccc(C#N)cc1	-17	0.5	-11	-7	15	-13	5	-5	2.1
Cc1cc(NC(=O)c2ccc3c(c2)OCCO3)no1	-5	-0.8	4	-4	8	x	x	-1	0.0
O=C(Nc1ccc(Br)cc1)c1cccc(S(=O)(=O)Nc2ccccn2)c1	-9	5.4	-10	8	-3	11	5	0	8.2
O=C(CCl)Nc1cccc(S(=O)(=O)NC2=NCCCCC2)c1	-7	0.7	-6	5	-4	-21	4	2	1.3
CC(=O)Nc1cccc(/C(C)=N/NS(=O)(=O)c2ccccc2)c1	-9	-0.1	-19	10	-14	5	2	-7	0.5
CC(=O)n1cc(/C=N/NC(=O)c2ccccc2O)c2ccccc21	-3	1.9	-1	-6	5	35	10	-2	4.0
COc1cccc(C(C)NC(=O)Nc2ccccc2Cl)c1 (configuration not stated)	-7	-2.1	-10	7	-2	-1	6	-11	-0.8
Cc1cc(C)n(CC(=O)N2CCCC(N3CCN(Cc4ccc5c(c4)OCO5)CC3)C2)n1 (configuration not stated)	-10	-0.5	-11	-5	1	4	0	-5	-0.3
O=C(COc1ccc(S(=O)(=O)NC2CCCCC2)cc1)N1CCN(c2cccc(Cl)c2)CC1	-12	11	-1	-18	26*	9	13	-5	7.8

Printed as active in M1 antag (from the list above):
Compound | OXTR potentiator | CHRM1 PAM | M1 antag | TAAR1 antag | TAAR1 ag | M1 ag
O=C(COc1ccc(S(=O)(=O)NC2CCCCC2)cc1)N1CCN(c2cccc(Cl)c2)CC1 | -12 | -18 | 26* | 9 | 13 | -5

New compounds follow:
SMILES	OXTR potentiator	OXTR ag	CHO parental Ca	CHRM1 PAM	M1 antag	TAAR1 antag	TAAR1 ag	M1 ag	V1R ag counter
CCN(CC)CC1C(=O)N(c2ccc(OC)cc2)C1c1ccccc1 (configuration not stated)	-1	0.0	-3	2	-10	-11	15	-11	0.1
CCOC(=O)C1CCCN(C(=O)CCc2nc3sc4c(c3c(=O)[nH]2)CCCC4)C1 (configuration not stated)	2	0.8	-29	4	-7	-15	2	-1	0.1
CCc1ccc(-c2cc(C(=O)N/N=C/c3c[nH]c4ccccc34)[nH]n2)cc1	-1	-0.3	-12	6	-13	-7	-1	-2	0.3
O=C(c1ccc(Cl)cc1)c1ccc(Oc2cc(NN3CCCCC3)c([N+](=O)[O-])cc2[N+](=O)[O-])cc1	-5	-0.9	-16	7	-2	8	4	0	0.4
CN(CCO)c1nc(N)c2c(N)nc3c(c2c1C#N)CC(=O)N3C1CCCC1	-11	0.8	-7	x	x	x	x	x	0.8
Fc1ccccc1OCCCCN1CCCCC1	-5	-0.6	-5	6	-12	-6	4	-9	1.2
COc1ccc(/C=C(\C#N)C(=O)NCc2ccccc2)cc1O	-5	1.9	10	8	-11	-14	4	1	1.5
COc1cc2c(cc1C1C(C#N)=C(N)OC3=C1C(=O)CC(C)(C)C3)OCO2 (configuration not stated)	7	-0.3	-10	-6	5	-32	2	-9	-0.1
Oc1ccccc1/C=N/n1cnn(Cc2ccccc2Cl)c1=S	-5	0.2	-5	6	-13	-10	2	-6	-0.3
Cc1ccc(Sc2c(C)nn(C(=O)c3cccc(S(=O)(=O)N4CCOCC4)c3)c2C)cc1	-7	-1.4	-2	6	-12	-10	0	-7	-1.0
Cc1ccccc1-c1nc(CN2CCN(C(=O)c3ccco3)CC2)c(C)o1	-5	-1.0	-31	6	-1	-18	2	-3	-1.2
O=C(CCC(=O)c1ccc(F)cc1)NCc1ccccc1C(F)(F)F	-2	-1.0	-16	9	-11	-2	2	-4	-0.4
Cc1cc(C)cc(Oc2ccc(S(=O)(=O)N3CCN(C)CC3)cn2)c1	2	-1.4	-27	9	-12	-22	1	-5	-0.4
O=C(CN1CCN(Cc2ccccc2)CC1)Nc1ccccc1	-13	-0.1	4	10	-14	-7	0	-9	2.7
Cc1cnn(-c2cc(N/N=C/c3ccccc3Cl)ncn2)c1	-19	0.3	-12	3	-7	0	5	-2	0.2
CC1(C)CC(NCCN2CCN(C3=CC(=C(C#N)C#N)CC(C)(C)C3)CC2)=CC(=C(C#N)C#N)C1	-5	-0.7	-13	3	-3	20	1	-5	-0.7
Cc1ccccc1N=C(NOCc1ccccc1)c1nonc1N	-17	-1.3	9	-9	-10	41	5	-5	0.0
O=C1C2C(c3ccccc3)C=CC(c3ccccc3)C2C(=O)N1c1ccncc1 (configuration not stated)	0	-2.0	-43	-9	8	17	5	-3	-0.5
O=C(Nc1nc(-c2ccc(Cl)s2)cs1)c1cccs1	-7	-1.1	-26	-8	2	10	4	-8	-1.0
Cc1ccccc1NC(=O)Cc1nnc(SCC(=O)N2CCN(c3ccccc3)CC2)n1C	-7	-0.4	-19	14	-19	10	7	-5	0.9
CC(C)(C)c1ccc(CCC2OCC(C[N+]3(C)CCOCC3)O2)cc1 (configuration not stated)	-9	-0.8	-5	13	-9	-22	0	-9	-1.1
COC(=O)c1ccc(CSc2nc3c(cnn3-c3ccc(F)cc3)c(=O)[nH]2)o1	0	2.1	-16	5	-7	x	x	-6	0.8
Cn1c(CO)c(-c2ccccc2)c2cc([N+](=O)[O-])ccc21	-12	-2.1	-15	1	0	-27	6	-4	-1.1
CN(CC(=O)Nc1ccc(F)cc1)C(=O)c1ccccc1OCc1ccc(F)cc1	-7	-0.7	-26	7	-9	-13	8	-3	-0.3
CCOC(=O)C1=C(COc2ccc(C)cc2)NC(=O)NC1c1cc(C)ccc1C (configuration not stated)	-4	-1.4	-8	-3	3	-3	-1	-7	-0.4
CCOc1ccc(CCNC(=O)c2cccc(S(=O)(=O)N3CCOCC3)c2)cc1OCC	-5	-0.9	-19	12	-15	4	2	-4	2.4
O=C(c1ccccc1)C(Nc1cccc([N+](=O)[O-])c1)c1ccccc1 (configuration not stated)	x	x	x	-7	-4	-4	-2	-5	x
O=C(Nc1cccc(Cl)c1)Nc1cc(S(=O)(=O)N2CCCCC2)ccc1Cl	-13	-0.1	-12	-19	25*	15	10	-3	6.7
CCc1ccccc1NC(=O)N1CCc2ccccc2C1	x	x	x	4	-3	55*	80*	1	x
Cc1cccc(NC(=O)CNC(=O)COC(=O)c2ccc(C(C)(C)C)cc2)c1C	-6	-0.9	-17	3	-3	-35	10	-1	0.2
CCOC(=O)C(=O)NC(C)CCc1ccccc1 (configuration not stated)	-3	-1.3	2	6	-1	-9	2	-5	0.8
CN(c1ccc(OCC(=O)OCC(=O)Nc2cccc([N+](=O)[O-])c2)cc1)S(=O)(=O)c1ccc(F)cc1	-30	4.7	-16	-6	-2	36	6	-1	5.5
NS(=O)(=O)c1ccc(NC(=S)NNC(=O)CCC(=O)Nc2ccccc2Cl)cc1	-10	-0.4	-6	7	-6	-13	1	0	0.6
Cc1c(C(=O)Nc2ccccc2N2CCN(C)CC2)oc2ccc(F)cc12	x	x	x	11	-10	1	2	-3	x
Nc1nc2ccccc2n1C(=O)CCc1ccccc1	-16	2.8	-12	6	1	-5	0	-3	1.4
COC(=O)c1cc(=O)nc2sc3ccccc3n12	-5	-0.5	-7	17	-26	2	1	1	0.3
COc1ccccc1/C=C/C(C)=O	-1	0.5	0	13	-20	-17	0	-3	0.8
Cc1cc(C(=O)C(=O)N(C)C)c(C)n1-c1ccc([N+](=O)[O-])cc1	-8	1.2	-13	1	7	14	8	-3	0.2
Cc1c(Cl)c([N+](=O)[O-])nn1CCCC(=O)Nc1c(C)n(C)n(-c2ccccc2)c1=O	-8	0.1	-5	-25	67*	-15	0	-8	0.6
CCN(CC(=O)NCc1cccs1)C(=O)/C=C/c1ccc(Cl)c(Cl)c1	-13	-1.4	-26	-1	6	15	3	-3	0.6
CCN(CC)C(=O)CSc1nnc(-c2ccccn2)n1-c1ccc(C)c(C)c1	-9	-0.2	-18	7	-5	-11	4	-6	0.0
Cc1cc(Oc2ccccc2)nc(-c2ccccc2O)n1	0	-1.5	-36	-7	9	3	11	-5	-0.9
CC(=O)NC(Cc1ccccc1)C(=O)NC1CCN(C(=O)NC2CCCCC2)CC1 (configuration not stated)	-2	-0.8	-3	9	-1	12	18	0	-0.4
c1ccc(N=NC2=NN(c3ccccc3)CS2)cc1	x	x	x	-8	13	-9	3	-3	x
CCN(CC)CCNC(=S)Nc1ccc(F)cc1	-12	0.8	-14	-2	0	6	0	-15	0.1
c1ccc2nc3c(nc2c1)CCCC3	-5	0.1	-3	8	-14	-6	0	-6	0.4
CC(OC(=O)CNC(=O)c1ccco1)C(=O)Nc1ccc(Cl)cn1 (configuration not stated)	-4	1.3	-1	7	-14	-3	-1	-1	0.1
CCOC(=O)NS(=O)(=O)c1ccc(CCNC(=O)c2cc(C)on2)cc1	-2	1.4	-7	9	-16	0	4	-3	0.9

Among those listed so far, these contain two or more sulfur atoms.
SMILES	OXTR potentiator	OXTR ag	CHO parental Ca	CHRM1 PAM	M1 antag	TAAR1 antag	TAAR1 ag	M1 ag	V1R ag counter
Cc1ccc(Sc2c(C)nn(C(=O)c3cccc(S(=O)(=O)N4CCOCC4)c3)c2C)cc1	-7	-1.4	-2	6	-12	-10	0	-7	-1.0
O=C(Nc1nc(-c2ccc(Cl)s2)cs1)c1cccs1	-7	-1.1	-26	-8	2	10	4	-8	-1.0
NS(=O)(=O)c1ccc(NC(=S)NNC(=O)CCC(=O)Nc2ccccc2Cl)cc1	-10	-0.4	-6	7	-6	-13	1	0	0.6

Other results:
SMILES	OXTR potentiator	OXTR ag	CHO parental Ca	CHRM1 PAM	M1 antag	TAAR1 antag	TAAR1 ag	M1 ag	V1R ag counter
O=C(C1CCN(S(=O)(=O)c2ccc(Br)s2)CC1)N1CCCCC1	-12	6.2	3	5	-10	21	2	1	4.9
Cc1cc(Cl)n2c(nc3cc(F)c(F)cc32)c1C#N	x	x	x	4	-1	-2	6	-3	x
CCN(CC)C(=O)CSc1nnc(-c2cccnc2)n1Cc1ccccc1	-4	-0.2	-15	2	-25	2	-1	-3	-0.4
CN1C(=O)NC(c2ccc([N+](=O)[O-])cc2)C2=C1CC(C)(C)CC2=O (configuration not stated)	-14	1.0	-6	3	-8	-12	1	-2	0.9
